LDHA inh = inhibitors of human lactate dehydrogenase A; 480,000 compounds, 0.15% hits; activity change, % (values are at about 110 or 230 µM); P00338; purified LDHA, NADH/diaphorase-resazurin fluorescence; stronger effect = lower value; in the data active = activity change below about -30%; inconclusive = mostly about -25% to -30%;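 also: plate controls were DMSO wells for no effect and wells without enzyme for full effect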
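Human LDH5 at 2 nM final in Tris HCl pH 7.4 with 0.06 mM NADH and 0.2 mM pyruvate, reacted 5 minutes at room temperature. Remaining NADH coupled via diaphorase/resazurin; resorufin fluorescence read at 0 and 20 minutes, normalized to enzyme-free and DMSO wells.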
ALOX12 inh = ALOX12 (human) lipoxygenase inhibition; purified 12hLO, xylenol orange hydroperoxide absorbance; 580,000 compounds, 1.1% hits; P18054; AID 1671190; Potency, µM (doses to about 108 µM), without a hit: at the highest dose activity change, negative = inhibition, actives largely listed as inhibitors; active = well fitted inhibition curve with a large enough effect; inconclusive = small, poorly fitted or top-dose-only effect, or another doubt; inactive = no such curve, though single readings can be large or run the other way; also: potency is read from the fitted curve at half-maximal effect
Target sequence (P18054 whole entry, looked up): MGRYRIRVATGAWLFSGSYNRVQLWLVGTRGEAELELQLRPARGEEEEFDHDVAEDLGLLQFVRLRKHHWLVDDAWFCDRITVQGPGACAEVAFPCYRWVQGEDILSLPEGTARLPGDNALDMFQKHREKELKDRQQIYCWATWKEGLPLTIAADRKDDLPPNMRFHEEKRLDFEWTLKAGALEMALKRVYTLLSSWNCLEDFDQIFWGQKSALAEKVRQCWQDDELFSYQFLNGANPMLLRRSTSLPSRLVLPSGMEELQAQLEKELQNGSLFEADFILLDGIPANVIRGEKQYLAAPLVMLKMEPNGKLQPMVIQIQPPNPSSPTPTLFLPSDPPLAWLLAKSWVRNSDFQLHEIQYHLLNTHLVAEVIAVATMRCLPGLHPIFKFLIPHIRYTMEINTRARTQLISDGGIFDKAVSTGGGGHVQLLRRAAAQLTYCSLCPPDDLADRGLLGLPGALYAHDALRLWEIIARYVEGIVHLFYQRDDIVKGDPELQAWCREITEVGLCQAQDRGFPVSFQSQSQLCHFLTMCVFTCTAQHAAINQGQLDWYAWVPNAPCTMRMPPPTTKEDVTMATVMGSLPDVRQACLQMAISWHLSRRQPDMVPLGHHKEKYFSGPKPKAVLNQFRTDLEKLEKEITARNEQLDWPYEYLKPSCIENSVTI
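Purified human 12hLO at 150 nM in 25 mM Hepes, 0.01% Triton X-100, pH 7.0, preincubated 15 min at room temperature with compound. Reaction started with 40 uM arachidonic acid, 30 min at room temperature. Hydroperoxide measured by Fe-xylenol orange, 573/405 nm absorbance ratio.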
The depositor's hits bear a star; ? = inconclusive; [ ] = dose if it differs, or a comment. Unless noted, % is scaled to controls: 0 for no effect and ±100 for the full control effect.

SMILES	LDHA inh	ALOX12 inh
O=C(/C=C/c1ccc[nH]1)c1ccc(I)cc1	9	?
COc1ccc(N(C)C(=O)c2cc(C)nc3ccccc23)cc1OC	-22	?
CSc1ccc(/C=C/C(=O)c2cc3cc(Cl)ccc3oc2=O)cc1	-8	?
COc1ccc(OC)c(CCNC(=O)c2cc3c(s2)-c2ccccc2OC3)c1	13	-3%
Cc1ccc(-c2cc(C(=O)Nc3ccccn3)c3ccccc3n2)cc1	-2	?
Cc1nc(SCC(=O)NC(C)(C#N)C(C)C)n(C2CCCC2)c1C (stereo unspecified)	-2	?
Cc1ccc(OCC(=O)Nc2ccc3oc(C)nc3c2)c(C)c1	0	-9%
O=C(NCCc1c[nH]c2ccccc12)c1cc(Cl)cc(Cl)c1	7	-15%
CCCOc1ccc(-c2[nH]nc3c2C(c2cc(OC)c(OC)c(OC)c2)C(C#N)=C(N)O3)cc1 (stereo unspecified)	-4	15%
Cc1cccc(NC(=O)c2ccc3ccccc3n2)c1	-6	?
CCOC(=O)[C@]12CCCC=C1N(Cc1ccc3c(c1)OCO3)C(=O)[C@H](CC(=O)NCCCOC)C2	-9	-2%
CC(O)CNS(=O)(=O)c1ccc(Cl)c(C(=O)O)c1 (stereo unspecified)	-2	?
O=C(N/N=C/c1cccs1)c1ccccc1	2	35%[activator]
C#CCNC(=O)c1ccccc1NC(=O)c1nc(Cl)ccc1Cl	-2	-2%
COc1ccccc1N1CCN(CC(=O)c2cc(C)n(C3CCS(=O)(=O)C3)c2C)CC1 (stereo unspecified)	2	-18%
O=C(CN1CCC(C(=O)NCc2ccco2)CC1)NC1CCCC1	7	14%
COc1cccc(NCc2cc(=O)oc3cc(OC)ccc23)c1	0	?
CN(CC(=O)Nc1ccc(Cl)c(C(F)(F)F)c1)C(=O)CN1CCCCC1	-4	3%
COc1ccccc1CNC(=O)c1ccccc1	1	-6%
CCCCCCn1nc(C(=O)OCC(=O)Nc2ccc(C(N)=O)cc2)c2ccccc2c1=O	12	-4%
Cc1ccc(S(=O)(=O)NC2CCN(C(=O)Cc3ccc(F)cc3)CC2)cc1	-2	?
O=C(/C=C/c1cccc(Br)c1)c1ccc(O)c(CCCl)c1	0	-62%
COc1ccc(C(=O)/C=C/c2cccs2)c(OC(=O)c2ccco2)c1	0	?
CC(C)CCNc1nc(-c2ccc(S(=O)(=O)N3CCOCC3)cc2)cs1	5	-6%
CC(C)OCCn1c(Br)nc2c(=O)n(C)c(=O)n(C)c21	-6	32%[activator]

Molecules shown so far containing bromine, in the order listed:
SMILES	LDHA inh	ALOX12 inh
O=C(/C=C/c1cccc(Br)c1)c1ccc(O)c(CCCl)c1	0	-62%
CC(C)OCCn1c(Br)nc2c(=O)n(C)c(=O)n(C)c21	-6	32%[activator]

Further compounds:
SMILES	LDHA inh	ALOX12 inh
CC(C)CNc1nc(C(=O)Nc2nnc(C3CC3)s2)cs1	0	27%
COc1ccc(O)c(C2SCc3cc(C)c(C)cc3CS2)c1	7	?
C=C(C)[C@@H]1CCC2(C(=O)OC)CC[C@]3(C)C(CCC4[C@@]5(C)C/C(=C\c6ccccc6OC)C(=O)C(C)(C)C5CC[C@]43C)C12 (stereo partly specified)	-1	11%
Cc1ccc(NC(=O)NCc2nc(-c3ccccc3)oc2C)cc1C	4	6%
CN(C)c1ccc(NC(=O)c2ccc(N)cc2)cc1	-2	4%
CCCNC(=O)CNC(=O)c1nn(Cc2ccccc2)c(=O)c2ccccc12	3	7%
CCCCCCCCSc1ccc(C(C)=O)cc1	0	-18%
CCOc1cc(C(=O)Nc2nc(C)cs2)ccc1OCc1ccncc1	13	11%
O=C(CCCc1cccs1)NCc1ccccc1COc1ccccc1	-6	-3%
CC(NC(=O)NCc1ccn[nH]1)c1ccc2c(c1)OCCCO2 (stereo unspecified)	-9	33%[activator]
Cc1ccc(Cl)cc1Nc1nnc(C(C)(C)C)c(=O)[nH]1	3	43%
CN(CC(=O)Nc1cccc(F)c1)C(=O)CCc1ncc(-c2ccc(Cl)cc2Cl)o1	7	?
C=CCSC1=N/C(=C\c2ccc(SC)cc2)C(=O)S1	15	?
CC(NC(=O)CC1(C(=O)O)CCCCC1)c1ccc2c(c1)CCCC2 (stereo unspecified)	3	-8%
COc1cc(CN(C(=O)COc2c(C)cccc2C)c2ccccn2)cc(OC)c1OC	-1	4%
c1cc(CNCC2CCCO2)c2cc[nH]c2c1 (stereo unspecified)	4	?
CC(C)c1ccc2oc(-c3ccc(NC(=O)c4ccc([N+](=O)[O-])o4)cc3)nc2c1	-7	?
C=CCN(CC=C)C(=O)COc1cc(O)c2c(=O)cc(-c3ccccc3)oc2c1	-1	-3%
COCCn1c(Cc2ccccc2)n[nH]c1=S	6	?
N#CCc1nc(-c2ccc3c(c2)OCCO3)cs1	-1	?
CCCCn1c(=O)[nH]c(=O)c2c1nc(COC(=O)c1cc(C)ccc1C)n2CCC	0	?
Cc1ccc(CNC(=O)C2(CC(=O)NC(C)(C)C)CCCC2)cc1	0	-24%
O=C(Cc1cccc2cccnc12)NCCc1ccccc1	1	?
COc1ccc(NC(=O)CCc2c(C)[nH]n(-c3ccc(F)cc3)c2=O)cc1OC	-15	?
COc1cccc(CNC(=O)CN(C(=O)C2=C(C)OCCS2)c2ccc(Cl)cc2)c1OC	7	-10%
SMILES	LDHA inh	ALOX12 inh
Oc1ccc(C=Nc2cccc3ccccc23)cc1	22	?
Cc1ccccc1CC(=O)NC(C)c1ccncc1 (stereo unspecified)	9	-5%
Cc1ccsc1/C=C(\C#N)c1nc(-c2ccc3ccccc3c2)cs1	-3	14%
O=C(Nc1ccc2nc(N3CCCC3)sc2c1)c1ccc(F)cc1	-15	3%
O=S(=O)(NC1=NCN(Cc2cccnc2)CN1)c1ccccc1	1	1%
Cc1ccc(C(=O)NC(Nc2cccc(C(F)(F)F)c2)C(Cl)(Cl)Cl)cc1 (stereo unspecified)	16	-86%
NC(=O)c1ccccc1OCc1ccc(C(F)(F)F)cc1	-10	7%
COc1cccc(NC(=O)c2nn(-c3cccc(OC)c3)c(=O)c3ccccc23)c1	3	2%
O=C(Nc1ccc(Cl)cc1F)c1ccc(=O)n(CCOc2ccccc2)n1	0	1%
Cc1cc(Br)ccc1NC(=O)c1ccc2c(Cl)c3c(nc2c1)CCCC3	-3	-9%
COC(=O)[C@@H](NC(=O)Nc1cccc(C)c1C)C(C)C	0	9%
N#CCCN(C(=O)CSc1nc(CN2CCOCC2)nc2ccccc12)c1ccccc1F	14	-8%
COc1ccc(/C(O)=C2\C(=O)C(=O)NC2c2ccc(Cl)cc2)cc1F (stereo unspecified)	5	11µM*
Cc1nc(N2CCCC2)ncc1-c1cc(=O)[nH]c(N2CCc3ccccc3C2)n1	-3	-5%
COc1ccccc1N1CCN(C(=O)C2=CC(c3ccc(F)cc3)=NS(=O)(=O)N2C)CC1	7	-31%
Cc1ccc(-n2cnnc2SCC(=O)Nc2ccc(S(=O)(=O)N3CCCCCC3)cc2)c(C)c1	-1	?
CCOC(=O)C(C)Oc1ccc2c(=O)c(Oc3ccccc3)c(C)oc2c1 (stereo unspecified)	?	0%

27 consecutive records already listed, for reference:
SMILES	LDHA inh	ALOX12 inh
C=CCSC1=N/C(=C\c2ccc(SC)cc2)C(=O)S1	15	?
CC(NC(=O)CC1(C(=O)O)CCCCC1)c1ccc2c(c1)CCCC2 (stereo unspecified)	3	-8%
COc1cc(CN(C(=O)COc2c(C)cccc2C)c2ccccn2)cc(OC)c1OC	-1	4%
c1cc(CNCC2CCCO2)c2cc[nH]c2c1 (stereo unspecified)	4	?
CC(C)c1ccc2oc(-c3ccc(NC(=O)c4ccc([N+](=O)[O-])o4)cc3)nc2c1	-7	?
C=CCN(CC=C)C(=O)COc1cc(O)c2c(=O)cc(-c3ccccc3)oc2c1	-1	-3%
COCCn1c(Cc2ccccc2)n[nH]c1=S	6	?
N#CCc1nc(-c2ccc3c(c2)OCCO3)cs1	-1	?
CCCCn1c(=O)[nH]c(=O)c2c1nc(COC(=O)c1cc(C)ccc1C)n2CCC	0	?
Cc1ccc(CNC(=O)C2(CC(=O)NC(C)(C)C)CCCC2)cc1	0	-24%
O=C(Cc1cccc2cccnc12)NCCc1ccccc1	1	?
COc1ccc(NC(=O)CCc2c(C)[nH]n(-c3ccc(F)cc3)c2=O)cc1OC	-15	?
COc1cccc(CNC(=O)CN(C(=O)C2=C(C)OCCS2)c2ccc(Cl)cc2)c1OC	7	-10%
Oc1ccc(C=Nc2cccc3ccccc23)cc1	22	?
Cc1ccccc1CC(=O)NC(C)c1ccncc1 (stereo unspecified)	9	-5%
Cc1ccsc1/C=C(\C#N)c1nc(-c2ccc3ccccc3c2)cs1	-3	14%
O=C(Nc1ccc2nc(N3CCCC3)sc2c1)c1ccc(F)cc1	-15	3%
O=S(=O)(NC1=NCN(Cc2cccnc2)CN1)c1ccccc1	1	1%
Cc1ccc(C(=O)NC(Nc2cccc(C(F)(F)F)c2)C(Cl)(Cl)Cl)cc1 (stereo unspecified)	16	-86%
NC(=O)c1ccccc1OCc1ccc(C(F)(F)F)cc1	-10	7%
COc1cccc(NC(=O)c2nn(-c3cccc(OC)c3)c(=O)c3ccccc23)c1	3	2%
O=C(Nc1ccc(Cl)cc1F)c1ccc(=O)n(CCOc2ccccc2)n1	0	1%
Cc1cc(Br)ccc1NC(=O)c1ccc2c(Cl)c3c(nc2c1)CCCC3	-3	-9%
COC(=O)[C@@H](NC(=O)Nc1cccc(C)c1C)C(C)C	0	9%
N#CCCN(C(=O)CSc1nc(CN2CCOCC2)nc2ccccc12)c1ccccc1F	14	-8%
COc1ccc(/C(O)=C2\C(=O)C(=O)NC2c2ccc(Cl)cc2)cc1F (stereo unspecified)	5	11µM*
Cc1nc(N2CCCC2)ncc1-c1cc(=O)[nH]c(N2CCc3ccccc3C2)n1	-3	-5%

Bioassay records deposited in PubChem by National Center for Advancing Translational Sciences (NCATS).

Not all compounds are listed (hit frequency here may not be typical).
